KOR beta-arrestin-1: KOR antagonists, beta-arrestin recruitment, cell-based, luminescence, uHTS (AID 1778). Kappa-type opioid receptor (Homo sapiens). KOR beta-arrestin recruitment, luminescence, antagonist mode; higher % means a stronger effect. inhibition, % at 10 µM, or IC50 in µM where a hit was titrated. hit rate 0.091% among 290,000; also: strong numbers were not always called active
GPR55 beta-arrestin: GPR55 agonists via beta-arrestin recruitment, primary screen, imaging, U2OS cells, beta-arrestin-GFP redistribution (AID 1961). G-protein coupled receptor 55 (Homo sapiens). U2OS GPR55 beta-arrestin-GFP redistribution imaging; higher % means a stronger effect. one-dose activation, % at 10 µM; EC50 in µM for titrated hits. hit rate 0.048% among 290,000;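 active = activation above 40% with more than 50 cells counted in the well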;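 also: U2OS osteosarcoma cells stably expressing GPR55 and beta-arrestin-GFP; plate controls were DMSO negative control for no effect and LPI positive control for full effect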
HEK293 NOD2/NF-kB: NOD2 signaling inhibitors, cell-based, luminescence, uHTS, HEK293 (AID 1566). HEK293 NOD2/NF-kB luciferase reporter, luminescence; higher % means a stronger effect. inhibition, % at 4 µM, or EC50 in µM where a hit was titrated. hit rate 0.63% among 290,000; also: many of its hits are not listed in these tables
T cell modulator: modulators of CD8 T cell-vesicle binding, primary screen, mouse 2C CD8+ T cells, flow cytometry; 2C CD8+ T cell-vesicle binding; stronger effect = lower value; calls only at 7 µM; hit rate 0.068% among 330,000; AID 2052, 2009;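 active = response, share of CD8 T cells binding vesicles, and their 90th percentile fluorescence all below set limits, cut at about 80% in these data, passing the limit was not always enough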
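Incubation: binding step 1.5 h, 37 °C, antibody labelling 20 min, ice; system: murine 2C transgenic CD8+ T lymphocytes; technique: cytometric PE anti-B7-1 and Alexa647 anti-CD8 signals after 1% paraformaldehyde fixation; also added: QL9-charged Drosophila Ld/ICAM-1/B7-1 vesicles; control set: naked versus QL9-loaded vesicles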
GPR55 LPI antagonism: GPR55 antagonists blocking LPI-driven arrestin recruitment, primary screen, imaging, U2OS, beta-arrestin-GFP, LPI agonist (AID 2013) | inhibition, % at 10 µM, or IC50 in µM where a hit was titrated | hit rate 0.13% among 290,000 | G-protein coupled receptor 55 (Homo sapiens) | U2OS GPR55 beta-arrestin-GFP translocation imaging, LPI antagonism; higher % means a stronger effect;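 active = spots per cell inhibited over 60%, with over 100 cells counted and total cytoplasm intensity under 500,000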;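 also: U2OS cells stably carrying GPR55 and arrestin-GFP stimulated by 5 µM LPI near EC80; imaged beta-arrestin-GFP aggregate spots per cell after agonist stimulation; plate controls were LPI-stimulated DMSO wells for no effect and DMSO wells without LPI for full effect; some results filed as inactive read as strong as hits; confirmed hits need IC50 under 10 µM and bright autofluorescent wells are also inconclusive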
Myeloid diff MLP: induction of myeloid progenitor differentiation, primary screen, cell-based, flow cytometry, MLPCN library; ER-HoxA9 myeloid progenitors, lysozyme-GFP differentiation; calls only at 10 µM; hit rate 1% among 360,000; AID 624256, 2012;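 active = normalized GFP-positive differentiation at or above the plate's own cutoff, the solvent-only control mean plus 3 SD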;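 also: cells exposed to compound for four days before flow analysis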
NOD1 NF-kB reporter: NOD1 signaling inhibitors, primary screen, cell-based, luminescence, uHTS (AID 1578); NOD1-driven NF-kB luciferase reporter cells, luminescence; higher % means a stronger effect; inhibition, % at 4 µM; hits with a dose series show EC50 in µM; hit rate 1% among 290,000; in the data active = inhibition mostly above about 36%, no sharp cut-off; inactive = mostly below about 34%;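 also: HEK-293T reporter cells stimulated with the NOD1 agonist gamma-tri-DAP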
KOR beta-arrestin-2: KOR agonists, beta-arrestin recruitment, primary screen, cell-based, luminescence, uHTS (AID 1777) | activation, % at 10 µM, or EC50 in µM where a hit was titrated | KOR beta-arrestin recruitment, luminescence; higher % means a stronger effect | hit rate 0.02% among 280,000 | Kappa-type opioid receptor (Homo sapiens); in the data active = activation above about 50%, passing the limit was not always enough; also: a part of the inactive calls stands beside numbers as strong as those of hits
NTR1 agonist: agonists of NTR1, primary screen, imaging, U2OS cells, beta-arrestin-GFP, high content (AID 493036). activation, % at 20 µM. NTR1-U2OS beta-arrestin-GFP spot imaging, agonist mode. Neurotensin receptor type 1 (Homo sapiens), P30989. hit rate 0.17% among 330,000;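 active = activation at or above 40% of the spot to cytoplasm intensity ratio, with at least 20 cells analyzed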;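 also: 0% = DMSO without peptide and 100% = 100 nM NTR1 peptide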
Target sequence (P30989 whole entry, looked up): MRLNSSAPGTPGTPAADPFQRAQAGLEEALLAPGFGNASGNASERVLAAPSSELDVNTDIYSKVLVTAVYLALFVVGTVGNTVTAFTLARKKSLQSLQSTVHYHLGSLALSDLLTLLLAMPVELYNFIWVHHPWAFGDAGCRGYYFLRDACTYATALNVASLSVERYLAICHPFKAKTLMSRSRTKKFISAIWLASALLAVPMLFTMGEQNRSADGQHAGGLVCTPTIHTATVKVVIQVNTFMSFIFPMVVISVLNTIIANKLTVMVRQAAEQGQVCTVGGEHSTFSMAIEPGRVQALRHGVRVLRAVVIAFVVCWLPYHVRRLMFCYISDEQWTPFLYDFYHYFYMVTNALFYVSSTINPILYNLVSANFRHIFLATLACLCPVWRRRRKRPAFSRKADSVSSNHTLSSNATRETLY
T cell modulator vesicle-bound %: further read-out of T cell modulator, marked with its call; double positive events, %; measured here: CD8+ vesicle-bound cell fraction;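 binding gate set so that unloaded-vesicle control wells show 10% double positive cells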
NTR1 agonist cell count 20 µM: also measured in NTR1 agonist; calls as there; cell count; measured here: cell count, cytotoxicity flag
Myeloid diff MLP GFP+ MAC1+ %: recorded beside Myeloid diff MLP, whose call it bears; GFP+ MAC1+ double positive, %; measured here: differentiation confirmed by MAC1 staining
Numbers without * were called inactive; i = inactive; / = no result given; + = active, no number; [ ] = another dose, or the depositor's remark. Rule as the data show it, unless noted: active = inhibition above about 50%; inactive = the rest. These rows are one share of the data. The share of hits here may be higher or lower than overall.

SMILES	KOR beta-arrestin-1	GPR55 beta-arrestin	HEK293 NOD2/NF-kB	T cell modulator	T cell modulator vesicle-bound %	GPR55 LPI antagonism	Myeloid diff MLP	Myeloid diff MLP GFP+ MAC1+ %	NOD1 NF-kB reporter	KOR beta-arrestin-2	NTR1 agonist	NTR1 agonist cell count 20 µM
COc1ccc2c(c1)CCCC21NC(=O)N(CC(=O)NC(=O)NCc2ccccc2)C1=O (configuration not stated)	-10%	1.0%	12%	i	21	12%	i	0.6	-23%	-1.3%	0.1	67
CCOc1ccc2nc(NC(=O)CSC3=NCCS3)sc2c1	8%	-0.2%	-98%	i	25	3%	i	0.6	-47%	-5.8%	2.2	36
O=C(N/N=C/c1cccc(Oc2ccccc2)c1)c1ccc(O)cc1O	-16%	0.6%	-35%	i	69	3%	i	3.4	-33%	4.8%	0.7	45
O=C(C/C=N\O)Nc1ccc(Oc2ccccc2)cc1	5%	0.0%	3%	i	46	0%	i	0.2	-42%	-6.8%	1.4	44
Cc1ccc(-c2nc(CN(C)C(C3CC3)C3CC3)c(C)o2)cc1	3%	0.8%	-22%	i	40	33%	i	0.6	-38%	-3.4%	0.4	76
O=C(Nc1cccnc1)c1ccc2nc(-c3ccccc3)c(-c3ccccc3)nc2c1	26%	0.1%	43%	i	32	3%	+	2.2*	6%	3.9%	17	62
Cc1nc2cc(-c3ccccc3)sc2c(=O)n1N	30%	-0.3%	55%*	i	3	3%	i	0.8	95%*	0.4%	-2.0	18
Cc1ccc(-c2noc(CSc3nnc(-c4cccs4)n3C)n2)cc1	-11%	-0.1%	10%	i	59	-2%	i	0.7	6%	-2.6%	1.6	54
CC1CC2(C)CC(C)C1(COC(=O)Nc1ccccc1)CO2 (configuration not stated)	4%[20 µM]	0.2%	-1%	i	54	-9%	i	0.2	-34%	/	2.5	78
C/C(=N\NC(=O)c1nc2ccccn2c1C)c1ccc2c(c1)OCO2	-4%	0.4%	4%	i	42	4%	i	1.6	-10%	-2.7%	0.0	61
COc1cc2c(=O)n(Cc3ccco3)c(=O)n(CC(=O)c3cccc(Br)c3)c2cc1OC	15%	0.2%	27%	i	58	-1%	/	/	-14%	5.3%	6.9	50
N[C@@H](CO)c1nnc([C@H](CCC(=O)O)NC(=O)C2CCNCC2)o1	4%	-0.1%	-36%	i	37	-1%	i	2.0	-31%	-4.8%	1.6	112
O=C(c1ccc2c(c1)OCO2)C1CCCN(Cc2cc(F)ccc2-n2cccn2)C1 (configuration not stated)	20%[20 µM]	-0.1%	-1%	i	45	14%	i	0.6	-16%	/	-0.1	55
CCN=c1scc(-c2ccco2)n1/N=C/c1ccc(OC)c(O)c1	59%	-0.2%	-57%	i	23	13%	i	2.7	-41%	-1.0%	4.4	86
O=C(NCCNC(=O)c1ccc(-c2ccc(Cl)c(Cl)c2)o1)c1cnccn1	-32%	-0.1%	13%	i	12	-8%	i	1.7	1%	-4.4%	4.7	49
O=C1C=C(NCc2ccc(Cl)cc2)CC(c2ccco2)C1 (configuration not stated)	-15%	-0.3%	2%	i	32	-1%	i	0.3	-2%	-1.6%	-0.1	95
COc1ccc(CSc2nc(C)cc(=O)[nH]2)cc1Br	-33%	-0.2%	3%	i	58	7%	i	0.6	-15%	6.2%	1.5	47
O=C(OCc1cccc2ccccc12)c1ccc2c(=O)[nH]c(CN3CCOCC3)nc2c1	-36%	-0.1%	-9%	/	/	-9%	i	2.9	15%	-3.2%	/	/
COC(=O)COc1ccc(S(=O)(=O)NCc2cccnc2)cc1C	-14%	-0.1%	6%	i	38	4%	i	4.2	-20%	-3.2%	-1.3	77
CCCN(CC(=O)Nc1ccccc1C)C(=O)c1cccc(S(=O)(=O)N2CCc3ccccc3C2)c1	0%	0.6%	2%	i	36	22%	i	6.0	8%	8.2%	0.6	55

Among those listed so far, these contain an aryl methoxy group:
SMILES	KOR beta-arrestin-1	GPR55 beta-arrestin	HEK293 NOD2/NF-kB	T cell modulator	T cell modulator vesicle-bound %	GPR55 LPI antagonism	Myeloid diff MLP	Myeloid diff MLP GFP+ MAC1+ %	NOD1 NF-kB reporter	KOR beta-arrestin-2	NTR1 agonist	NTR1 agonist cell count 20 µM
COc1ccc2c(c1)CCCC21NC(=O)N(CC(=O)NC(=O)NCc2ccccc2)C1=O (configuration not stated)	-10%	1.0%	12%	i	21	12%	i	0.6	-23%	-1.3%	0.1	67
COc1cc2c(=O)n(Cc3ccco3)c(=O)n(CC(=O)c3cccc(Br)c3)c2cc1OC	15%	0.2%	27%	i	58	-1%	/	/	-14%	5.3%	6.9	50
CCN=c1scc(-c2ccco2)n1/N=C/c1ccc(OC)c(O)c1	59%	-0.2%	-57%	i	23	13%	i	2.7	-41%	-1.0%	4.4	86
COc1ccc(CSc2nc(C)cc(=O)[nH]2)cc1Br	-33%	-0.2%	3%	i	58	7%	i	0.6	-15%	6.2%	1.5	47

New compounds follow.
SMILES	KOR beta-arrestin-1	GPR55 beta-arrestin	HEK293 NOD2/NF-kB	T cell modulator	T cell modulator vesicle-bound %	GPR55 LPI antagonism	Myeloid diff MLP	Myeloid diff MLP GFP+ MAC1+ %	NOD1 NF-kB reporter	KOR beta-arrestin-2	NTR1 agonist	NTR1 agonist cell count 20 µM
O=C(Nc1ccccn1)c1ccc(NC(=O)c2ccco2)cc1	-22%	0.1%	-60%	i	33	13%	i	0.7	-84%	-3.6%	0.1	70
CCCc1nnc(SCC(=O)Nc2ccc(OCC)cc2)n1N	1%	-0.2%	16%	i	48	12%	i	0.7	15%	2.2%	-0.5	59
O=C(CNC(=O)c1ccccc1O)N/N=C/c1cc(Br)ccc1OC(=O)/C=C/c1ccco1	29%	-0.4%	16%	i	52	11%	/	/	-17%	-1.0%	16	93
O=C(O)Cc1ccc(NC(=O)C(c2ccccc2)c2ccccc2)cc1	-9%	-0.2%	6%	i	39	1%	i	0.4	-39%	4.4%	-1.1	94
CCOC(=O)c1cc(CC)sc1NC(=O)C(c1ccccc1)c1ccccc1	7%	-0.1%	-8%	i	55	9%	i	0.3	7%	0.8%	17	89
COC(=O)c1cc(Cl)c(NC(=O)/C=C/c2ccc(OC)cc2)cc1OC	8%	0.1%	9%	i	36	2%	i	0.3	3%	3.1%	2.3	59
CCNC(=S)NNC(=O)c1cc(-c2cccc(C)c2)nc2ccccc12	-13%	0.0%	-118%	i	15	-11%	i	2.0	-87%	6.8%	0.0	68
COc1ccc(/C=N/n2c(C3CCCCC3)n[nH]c2=S)c(OC)c1	-5%	-0.1%	1%	i	27	22%	i	1.7	-5%	0.1%	6.2	72
CCN(CC)S(=O)(=O)c1ccc2c(c1)c(=O)c(C(=O)NCCOC)cn2C	-18%	-0.5%	15%	i	43	11%	i	0.4	-13%	-4.0%	0.8	79
Cc1csc(NC(=O)COc2ccc3c(C)cc(=O)oc3c2)n1	-52%	-0.1%	-16%	i	15	15%	i	5.7	-11%	6.3%	0.7	62
CCC(C)NC(=O)COCc1cc(-c2ccc3c(c2)OCO3)on1 (configuration not stated)	2%	0.4%	13%	i	18	1%	i	0.1	1%	-4.3%	-0.1	105
COc1ccc(CNC(=O)[C@H](C)NC(=O)C2CCN(C(=O)[C@@H](N)Cc3ccccc3)CC2)cc1	-28%[20 µM]	0.2%	7%	i	18	5%	i	1.9	-20%	5.6%	1.6	82
C=CCn1c(O)c(N=NC(=O)OC(C)(C)C)c2ccccc21	8%	-0.2%	10%	i	53	-1%	i	0.2	-20%	-0.1%	3.3	44
CN(C(=O)Cn1nnc2ccccc2c1=O)C1CCCCC1	-11%	-0.3%	7%	i	54	-12%	i	0.0	-6%	2.5%	-0.7	34
C=CCSc1nnc2c(n1)OC=Nc1ccc(Br)cc1-2	-24%	-0.1%	-15%	i	10	-11%	i	0.4	27%	50%	-0.7	33
CNC(=S)N/N=C/c1ccc(N2CCOCC2)s1	0%	-0.2%	20%	i	37	-9%	i	0.6	-17%	-2.0%	0.0	60
O=C(CCc1[nH]c2ccccc2c1Sc1ccccc1)NCCO	-11%	0.3%	9%	i	59	-9%	i	0.6	91%*	8.1%	-1.0	69
O=C(NCc1nnc2n1CCCCC2)c1ccc(Cl)cc1Cl	11%	0.5%	7%	i	48	11%	i	0.6	-20%	5.9%	-1.0	47
COc1ccc(-c2ccc([C@H]3[C@H]4C=CC[C@@H](C)[C@@H]4C(=O)N3Cc3ccccc3)c(F)c2)cc1	17%	-0.1%	16%	i	42	18%	i	0.9	4%	1.9%	0.3	95
O=C(CSc1n[nH]c(-c2ccncc2)n1)Nc1ccccc1	-15%	0.0%	-31%	i	25	3%	/	/	-20%	15%	1.5	61
COC(=O)c1ccc(C(=O)OC)c(NC(=O)CSCc2ccccc2Br)c1	18%	-0.1%	12%	i	51	-2%	i	0.2	-28%	-2.0%	10	36
O=C1CC(c2ccncc2)c2cc3c(cc2N1)OCCO3 (configuration not stated)	20%	-0.1%	10%	i	38	6%	i	1.2	-6%	-1.9%	0.6	59
CCCCC(NC(C)=O)c1nc2ccccc2[nH]1 (configuration not stated)	-57%	0.2%	1%	i	17	11%	i	1.8	2%	-2.6%	1.1	55
Nc1nc(Sc2ccc(C(F)(F)F)cn2)n[nH]1	4%	-0.3%	10%	i	64	-1%	i	0.5	-3%	7.2%	-0.5	98
CCn1cc(CN2CCC(n3nccc3NC(=O)C(OC)c3ccccc3)CC2)cn1 (configuration not stated)	24%	-0.1%	-2%	i	12	9%	i	0.9	-16%	0.6%	0.4	56
CSCCC(NC(=O)c1cncc(Br)c1)C(=O)O (configuration not stated)	-17%	-0.2%	18%	i	31	9%	i	0.7	7%	3.6%	1.1	66
CCN1CCN(C(=O)C2CCC(=O)N(Cc3cccc(C(F)(F)F)c3)C2)CC1 (configuration not stated)	-17%	-0.1%	2%	i	66	6%	i	1.7	-32%	-1.0%	-0.3	64
COc1cccc(CNS(=O)(=O)c2ccc3c(c2)C(C)(C)C(=O)N3C)c1	-3%	-0.2%	16%	i	46	9%	i	1.0	-19%	7.5%	-0.4	68

Source: PubChem BioAssay
